SKN-1 inh = blocks SKN-1 activity in C. elegans | AID 624304 | C. elegans VP596 Pgst-4::GFP/RFP ratio, acrylamide-induced, 24 h | 0.49% of 360,000 active | inhibition, % at 21.8 µM;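 active = interference check ratio from 0.5 to 1.5 plus GFP to RFP signal ratio inhibition reaching or exceeding a fixed threshold, cut at about 30% in these data, passing the limit was not always enough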; also: some compounds called inactive have numbers as strong as hits
MLLE-PAM2 inh = inhibitors of microRNA-mediated deadenylation, human PABP1 MLLE binding. P11940. GST-MLLE / FITC-PAM2 fluorescence polarization. inhibition, % at 20 µM. 0.36% of 360,000 active. AID 588489; in the data active = inhibition above about 35%, passing the limit was not always enough;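 also: plate controls were DMSO wells with GST-MLLE for no effect and wells lacking GST-MLLE protein for full effect; some results filed as inactive read as strong as hits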
Rpn11 inh = Rpn11 (human) deubiquitinase inhibition; O00487; human 26S proteasome, Ub4-pepOG fluorescence polarization; 20S core pre-blocked with epoxomicin; calls only at 20 µM; 0.59% of 360,000 active; AID 588493;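 active = inhibition at 20 µM, scaled to each plate's controls, above about 33%, limit read from the data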
Target sequence (O00487 whole entry, looked up): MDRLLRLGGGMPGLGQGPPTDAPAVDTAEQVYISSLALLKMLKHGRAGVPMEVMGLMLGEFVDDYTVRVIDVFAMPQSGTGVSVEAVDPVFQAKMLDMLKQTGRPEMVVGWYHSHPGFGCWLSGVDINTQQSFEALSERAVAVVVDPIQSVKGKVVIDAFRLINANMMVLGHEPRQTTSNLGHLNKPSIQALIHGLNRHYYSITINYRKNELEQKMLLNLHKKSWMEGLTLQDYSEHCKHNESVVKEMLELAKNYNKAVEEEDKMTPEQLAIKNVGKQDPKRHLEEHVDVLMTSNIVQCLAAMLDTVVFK
CSN inh = inhibitors of human CSN-mediated cullin deneddylation; Q92905; Purified CSN, SCF-Nedd8-OG deneddylation, fluorescence polarization; inhibition, % at 12.5 µM; 0.38% of 360,000 active; AID 651999;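 active = pattern-corrected inhibition above about 35%, with an unprinted fluorescence ratio check between 0.5 and 1.5, limit read from the data, passing the limit was not always enough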;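 also: 0% = enzyme with substrate and 100% = substrate without enzyme; some results filed as inactive read as strong as hits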
Target sequence (Q92905 whole entry, looked up, one chain of several): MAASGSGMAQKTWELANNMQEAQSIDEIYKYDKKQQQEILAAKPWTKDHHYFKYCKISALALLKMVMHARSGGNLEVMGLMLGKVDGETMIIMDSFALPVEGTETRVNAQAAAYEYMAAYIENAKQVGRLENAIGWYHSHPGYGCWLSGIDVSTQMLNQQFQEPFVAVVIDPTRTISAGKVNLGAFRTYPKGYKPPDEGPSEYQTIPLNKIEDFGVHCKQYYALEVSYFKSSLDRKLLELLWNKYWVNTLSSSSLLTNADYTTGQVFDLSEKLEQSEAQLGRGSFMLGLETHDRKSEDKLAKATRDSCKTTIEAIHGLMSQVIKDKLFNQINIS
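Assay system: purified human Csn5 enzyme expressed in HEK293T cells; measure: % inhibition; also added: SCFSkp2-Nedd8OG substrate at 10 nM final; technique: fluorescence polarization; times: reaction 90 min, room temperature; medium: Tris buffer pH 7.5, NaCl, DTT, Tween-20, trehalose, ovalbumin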
FAS TE block = inhibitors of human fatty acid synthase thioesterase domain. P49327. recombinant FAS-TE, OMFH fluorogenic substrate, fluorescence endpoint. inhibition, % at 15 µM. 0.67% of 360,000 active;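 active = compounds whose normalised, plate-corrected inhibition of enzyme fluorescence in the single-dose primary screen is 50% or more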;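 also: 0% = DMSO with enzyme and 100% = substrate without enzyme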
Neddyl block = blocks human cullin neddylation. P61081+Q13564. TR-FRET cullin neddylation, biochemical. calls only at 25 µM. 0.58% of 360,000 active. AID 651699; in the data active = inhibition above about 36%
NadD block = NadD (S. aureus) enzyme inhibition; purified NadD enzyme, colorimetric absorbance read-out; inhibition, % at 20 µM; 0.78% of 360,000 active; AID 602399; in the data active = inhibition above about 26%; also: some compounds past the cut are filed as inactive
Rin1 Abl inh = blocks binding of human Rin1 to Abl; P00519+Q13671; 0.4% of 360,000 active; AID 588664; inhibition, % at 7.35 µM; TR-FRET Rin1/Abl binding, biochemical; in the data active = inhibition above about 5%, passing the limit was not always enough
MT1-MMP act inh = blocks activation of human MT1-MMP; HT1080 RFP-PRO-GFP cells, GFP/RFP ratio fluorescence, overnight; percent of plate control window, DMSO zero; GFP/RFP ratio change, % at 20 µM; 0.061% of 360,000 active; AID 651647;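 active = GFP/RFP ratio change of at least 30% with cell ATP level not reduced by more than half and red fluorescence within 50% of control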; also: strong numbers were not always called active
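Assay system: HT1080 cells carrying an RFP-PRO-GFP reporter | Dosing: Single dose of 20 µM compound, 1% DMSO final | Incubation: Cells overnight before dosing, compound overnight, 37 °C, 5% CO2 | Evaluation: GFP/RFP fluorescence ratio | Control set: DMSO and RFP-L50D-GFP cell wells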
Numbers without * were called inactive; i = inactive; nt = not tested or not shown; & = joins results of further samples; ! = not active in a repeat.

SMILES	SKN-1 inh	MLLE-PAM2 inh	Rpn11 inh	CSN inh	FAS TE block	Neddyl block	NadD block	Rin1 Abl inh	MT1-MMP act inh
COc1ccc2nc(N3C(=O)C(O)=C(C(=O)c4ccco4)C3c3ccccc3OC)sc2c1 (stereo not drawn)	7	-5	i	2	1	i	11	3	6
O=C(Oc1ccc(N2C(=O)CCC2=O)cc1)c1ccccc1Cl	-2	-6	i	3	-10	i	-1	-3	0
O=C(NC(=S)Nc1ccccc1N1CCN(C(=O)c2ccccc2)CC1)c1cccs1	6	21	i	-3	26	i	12	2	-6
O=C(NC(c1ccccc1)c1ccsc1)C1CCN(Cc2ccc(Cl)c(Cl)c2)CC1 (stereo not drawn)	6	14	i	3	9	i	-7	-1	5
O=C(CSc1nc2ccccc2c(=O)n1-c1ccccc1Cl)Nc1cccc(S(=O)(=O)N2CCOCC2)c1	-2	-10	i	-2	95*	i	18	-2	-3
Cc1c(C(=O)NCC2CCCO2)oc2c(Cl)cccc12 (stereo not drawn)	-8	-7	i	-8	-4	i	-6	-4	2
CCCCCCOc1ccc(N2C(=O)CC(N3CCN(CCN=CC4=C(O)CC(C)(C)CC4=O)CC3)C2=O)cc1 (stereo not drawn)	-12	-5	i	-8	2	i	-16	1	2
CCOC(=O)[C@]12CCCC=C1N(Cc1ccc(Cl)cc1Cl)C(=O)[C@H](CC(=O)NCc1ccc(OC)c(OC)c1)C2	1	nt	nt	-2	7	i	-7	nt	6
CCOC(=O)C1=C(N)c2ccccc2CC1C(C)C (stereo not drawn)	11	7	i	-6	15	i	-4	0	-1
CN(CCOC(=O)c1ccc2c(c1)OCO2)C(C)(C)C	-2	5	i	-5	-5	i	4	2	-1
CCNC(=O)C(CC(C)C)NC(=O)C(CO)NC(=O)C1CCC(=O)N1 (stereo not drawn)	-5	-7	i	-1	-7	i	2	-1	-2
Cc1ccccc1-n1nnc2c(=O)oc3ccccc3c21	3	-10	i	5	0	i	3	0	4
Cc1cc(C(=O)Nc2cc(Br)ccc2O)on1	2	-12	i	7	-12	i	-3	-2	2
CCOC(=O)c1c(C)[nH]c(C)c1C(=O)COc1ncnc2cc([N+](=O)[O-])ccc12	2	-8	i	0	16	i	2	-5	-2
O=S(=O)(c1cccc2nonc12)N1CCCCC1	-3	-2	i	1	-1	i	-8	-4	2
N#Cc1nc(N2CCCCC2)nc(N2CCOCC2)n1	7	-1	i	4	0	i	-2	1	1
O=C(COC(=O)CCSc1ccc(Cl)cc1)NCCc1ccccc1	6	6	i	1	-5	i	-11	0	-2
COC(=O)c1ccc(-c2n[nH]c(=O)c3ccccc23)cc1	13	-6	i	4	-2	i	15	-4	-7
COCCCN1C(=O)C(CC(=O)NC2CCCCC2)CC(C(=O)N(C)C)=C1C (stereo not drawn)	-2	-1	i	-1	-7	i	-6	-5	2
CN(C)c1ccc(-c2ccnc3c2CC(C)(C(=O)Nc2ccccc2)O3)cc1 (stereo not drawn)	4	-24	i	0	1	nt	-4	-2	5
CCCNc1ncnc2onc(C)c12	12	-8	i	-3	-5	i	2	2	2
CCOC(=O)c1ccc(NC(=O)COc2ccccc2OC)cc1	-12	2	i	2	0	i	-2	2	-1
COC(=O)Cn1cnc2c(nnn2-c2ccc(OC)cc2)c1=O	3	-3	i	3	-4	i	-1	0	-1
Cc1[nH]c2ccccc2c1C(=O)C(=O)Nc1ccc2c(c1)OCO2	-10	-2	i	-2	-2	i	0	1	3
CC(=O)Nc1cccc(C(=O)N2CCN(S(=O)(=O)c3ccc(C4CCCCC4)cc3)CC2)c1	23	-4	i	-7	46	i	-11	4	3
CCOC(=O)C1CN(c2cc3c(cc2F)c(=O)c(C(=O)O)cn3CC)OC1C(=O)OCC (stereo not drawn)	-18	6	i	2	-7	i	-1	-2	-1
Cc1noc(C)c1C(=O)NCC1COc2ccccc2O1 (stereo not drawn)	0	-6	i	-3	-10	i	-3	7	4
COc1ccc(N2CCN(C(=O)c3cn(CC4CCCCC4)nn3)CC2)cc1	-2	-1	i	-2	-1	i	-6	-2	2
O=C(c1cccc(C(F)(F)F)c1)C1CCCN(C(=O)/C=C/c2cnc[nH]2)C1 (stereo not drawn)	5	-7	i	0	-9	i	-1	-1	1
COc1ccc(/C(O)=C2/C(=O)C(=O)N(CCCN(C)C)C2c2ccc(Cl)cc2)cc1OC (stereo not drawn)	4	4	i	-10	0	i	-6	-6	-1
Nc1c(C(=O)NCCN2CCOCC2)c2nc3ccccc3nc2n1-c1cccc(F)c1	13	13	i	-7	-5	nt	-2	-4	0
Cc1ccn2cc(C(=O)N3CCN(c4cnn(-c5ccccc5)c(=O)c4Cl)CC3)nc2c1	-5	10	i	-2	-7	i	0	2	1
O=C(CCSCc1cccc(F)c1)NCc1ccc(F)cc1	-17	-21	i	2	2	i	-1	0	1
CC1CCN(CCc2nc3cc(NC(=O)C(C)C)ccc3n2C)CC1	5	-1	i	-2	-4	i	-4	-1	1
COc1ccc(C(=O)Nc2nc(CC(=O)NCCc3ccccc3)cs2)cc1	-25	12	i	5	1	i	-4	5	4
O=C(CSc1ncnc2c1oc1ccccc12)NC1CCCC1	-1	-9	i	-6	7	i	-10	i	0
CCN1CCN(Cc2ccc(NC(=O)c3ccc(C)c(NC(=O)C4=NN(c5ccccc5)C(=O)C4)c3)cc2C(F)(F)F)CC1	0&10	-9&0	i	6&-3	-11&-6	i	40*!	-1&0	3&4
CC(C)(C)c1ccc(/C=N/Nc2nncn2N)cc1	8	-6	i	6	7	i	-6	-1	-2
CCn1c(COc2ccccc2)nnc1SCC(=O)Nc1ccc2c(c1)OCCO2	12	-1	i	-1	-2	i	3	-1	1
Cc1cccc(NC(=O)COC(=O)Cc2c[nH]c3ccccc23)c1C	-9	12	i	-11	-8	i	-1	3	0
Cc1ccc(-n2ncc3c2CC(C)(C)CC3NC(=O)CCc2ccc(=O)[nH]n2)cc1 (stereo not drawn)	-21	4	i	0	-3	i	-4	-1	2
O=c1c2ccc([N+](=O)[O-])cc2ncn1Cc1ccccc1C(F)(F)F	-1	-14	i	3	-1	i	-2	0	-3
O=S(=O)(NCc1ccc2c(c1)OCO2)c1ccc2c(c1)oc1ccccc12	5	5	i	9	36	i	-3	-1	0
CCOc1ccc2ccccc2c1C(=O)Nc1cc(=O)n(C)c(=O)n1C	-9	-2	i	0	-9	i	-6	2	1
CC1CCN(C(=O)COC(=O)CNC(=O)C23CC4CC(CC(C4)C2)C3)CC1	7	-16	i	-9	-5	i	3	0	5
C[C@H](CO)N1C[C@H](C)[C@@H](CN(C)C(=O)Nc2ccccc2)Oc2ccc(NC(=O)CCN3CCOCC3)cc2C1=O	9	11	i	3	-3	i	4	2	0
O=C(CNC(=O)c1ccc(F)cc1)N/N=C/c1cc(Br)ccc1OCc1ccccc1	19	-1	i	-3	20	i	5	0	-1
CCOC(=O)/C(=N\O)C1=NC(C)(C)Cc2ccccc21	-11	-4	i	8	-15	i	-3	1	2
CC(OC(=O)CC1CC2CCC1C2)C(=O)Nc1ccc(N2CCOCC2)cc1 (stereo not drawn)	0	6	i	-6	-5	i	2	-2	4
Cc1ccc(C(=O)N2CCN(c3ccccc3O)CC2)cc1S(=O)(=O)N1CCCCC1	5	-18	i	-1	0	i	4	-2	-3

12 entries from above in another layout:
SMILES,SKN-1 inh,MLLE-PAM2 inh,Rpn11 inh,CSN inh,FAS TE block,Neddyl block,NadD block,Rin1 Abl inh,MT1-MMP act inh
O=C(CSc1ncnc2c1oc1ccccc12)NC1CCCC1,-1,-9,i,-6,7,i,-10,i,0
CCN1CCN(Cc2ccc(NC(=O)c3ccc(C)c(NC(=O)C4=NN(c5ccccc5)C(=O)C4)c3)cc2C(F)(F)F)CC1,0&10,-9&0,i,6&-3,-11&-6,i,40*!,-1&0,3&4
CC(C)(C)c1ccc(/C=N/Nc2nncn2N)cc1,8,-6,i,6,7,i,-6,-1,-2
CCn1c(COc2ccccc2)nnc1SCC(=O)Nc1ccc2c(c1)OCCO2,12,-1,i,-1,-2,i,3,-1,1
Cc1cccc(NC(=O)COC(=O)Cc2c[nH]c3ccccc23)c1C,-9,12,i,-11,-8,i,-1,3,0
Cc1ccc(-n2ncc3c2CC(C)(C)CC3NC(=O)CCc2ccc(=O)[nH]n2)cc1 (stereo not drawn),-21,4,i,0,-3,i,-4,-1,2
O=c1c2ccc([N+](=O)[O-])cc2ncn1Cc1ccccc1C(F)(F)F,-1,-14,i,3,-1,i,-2,0,-3
O=S(=O)(NCc1ccc2c(c1)OCO2)c1ccc2c(c1)oc1ccccc12,5,5,i,9,36,i,-3,-1,0
CCOc1ccc2ccccc2c1C(=O)Nc1cc(=O)n(C)c(=O)n1C,-9,-2,i,0,-9,i,-6,2,1
CC1CCN(C(=O)COC(=O)CNC(=O)C23CC4CC(CC(C4)C2)C3)CC1,7,-16,i,-9,-5,i,3,0,5
C[C@H](CO)N1C[C@H](C)[C@@H](CN(C)C(=O)Nc2ccccc2)Oc2ccc(NC(=O)CCN3CCOCC3)cc2C1=O,9,11,i,3,-3,i,4,2,0
O=C(CNC(=O)c1ccc(F)cc1)N/N=C/c1cc(Br)ccc1OCc1ccccc1,19,-1,i,-3,20,i,5,0,-1

(list continues)
SMILES	SKN-1 inh	MLLE-PAM2 inh	Rpn11 inh	CSN inh	FAS TE block	Neddyl block	NadD block	Rin1 Abl inh	MT1-MMP act inh
O=C(NCCCN1CCOCC1)c1cccc(S(=O)(=O)Nc2ccccc2Cl)c1	2	3	i	3	-8	i	0	-3	-2
O=C1OCC2=C1C(c1ccc(Cl)cc1)c1cc3c(cc1O2)OCO3 (stereo not drawn)	8	2	i	-3	28	i	0	1	5
CCOc1cc(C(=O)Nc2nnc(CC)s2)ccc1OCC(=O)N1CCOCC1	14	-17	i	3	-3	i	-1	1	1
O=C(O)CSC(C(=O)Nc1ccc(Br)cc1)c1ccc(Cl)cc1 (stereo not drawn)	2	-3	i	-3	10	i	-1	0	6
O=C(c1ccc(F)cc1)C1CCN(C(=O)c2ccncc2)CC1	-4	4	i	-1	-6	i	1	1	3
O=c1cc(CSc2nc3ccccc3[nH]2)c2ccccc2[nH]1	1	-9	i	3	-9	i	9	2	3
CN(C)CCN=Cc1c(O)n(Cc2ccc3c(c2)OCO3)c(=O)c2ccccc12	1	7	i	0	-1	i	-14	0	-6
COc1cccc(NC(=O)CSc2ccc3nnc(-c4ccccn4)n3n2)c1	-5	3	i	1	-5	i	6	0	-3
CC(C)C[C@@H](CO)N1CCN(Cc2ccc(O)cc2)CCC1=O	14	-2	i	-2	-12	i	5	5	3
O=C1c2ccc(Oc3ccc([N+](=O)[O-])cc3)cc2C(=O)N1CCCO	-1	-1	i	2	-1	i	-6	0	2

Assay outcomes: PubChem, several laboratories
